# SMN2 splice up = qHTS Assay for Enhancers of SMN2 Splice Variant Expression; AID 1458, 2008; Potency, µM (titrated, usually from 46.1 µM), inactives show top-dose activity change, positive = activation, actives largely listed as activators; HEK293 SMN2-luciferase splicing reporter, luminescence, 30-36 h; 2.8% of 210,000 active; also: potency is read from the fitted curve at half-maximal effect; % of control where 0% means no effect; nearly all actives have a fitted effect of over 55% in size
#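 HEK293 cells carry an SMN2 minigene-luciferase reporter in which exon 7 inclusion puts luciferase in frame. Cells were seeded at 2000 cells/well, attached for 10-12 hours, then exposed to compounds for 30-36 hours at 37C before ONE-Glo luminescence.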
# IMPase Li inh = qHTS Assay for Identifying the Cell-Membrane Permeable IMPase Inhibitors: Potentiation with Lithium | 0.35% of 210,000 active | Potency, µM (series often up to 59.4 µM), for inactives: at the top dose activity, negative = IMPase inhibition, actives largely listed as inhibitors | CHO-M1 cells, IP1 TR-FRET (IP-One), carbachol + lithium;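 also: IP1 builds up when IMPase is blocked and the TR-FRET signal falls; potency is read from the fitted curve at half-maximal effect; plate controls were basal vehicle for no effect and high inhibitor control for full effect; nearly all actives have a fitted effect of over 50% in size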
#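 CHO cells stably expressing M1 receptor (2000/well, cultured 16–30 h) treated 30 min at 37C with compound plus low lithium. Cytosolic IP1 by TR-FRET (665/620 ratio and 620 channel) after 10 min lysis; AC50 by Hill fit.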
# KinaseGlo FLuc = Counterscreen for Luciferase (Kinase-Glo TM) Inhibition; Luciferin 4-monooxygenase (Photuris pensylvanica), Q27757; Kinase-Glo luciferase, ATP luminescence, 8 min; Potency, µM (titrated, usually from 38.3 µM), without a hit: at the top dose activity change, negative = inhibition, hits mostly inhibitors; 0.28% of 200,000 active; also: potency is read from the fitted curve at half-maximal effect; % is scaled to controls: 0 for no effect and ±100 for the full control effect; nearly all actives have a fitted effect of over 60% in size
#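 Substrate mix (final 50 mM imidazole pH 7.2, 50 mM KCl, 7 mM MgCl2, 10 uM ATP, 0.01% Tween 20, 0.05% BSA) plus pin-tool compound, then Kinase-Glo detection mix; 8 min ambient, luminescence read.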
# HTT cytoprotect = qHTS Multiplex Assay to Identify Dual Action Probes in a Cell Model of Huntington: Cytoprotection (ATP) | Potency, µM (series often up to 56.4 µM), for inactives: cytoprotection (ATP increase), hits mostly activators | PC12 HTT-Q103 induced, cytoprotection, ATP luminescence, 40 h | 0.14% of 230,000 active;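 also: potency is read from the fitted curve at half-maximal effect; % of control where 0% means no effect; nearly all actives have a fitted effect of over 45% in size; toxic huntingtin expression switched on by the ecdysone agonist tebufenozide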
#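 Quantitative HTS on tebufenozide-induced (100 nM) PC12 cells expressing HTTQ103 exon 1–GFP; compounds tested as a concentration series; survival measured via cellular ATP.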
# HttQ103 aggreg = qHTS Multiplex Assay to Identify Dual Action Probes in a Cell Model of Huntington: Aggregate Formation (GFP). PC12 HttQ103-GFP aggregates, Acumen cytometry, 40 h. Potency, µM (titrated, usually from 46.1 µM), inactives show top-dose activity change, negative = inhibition, most hits filed as inhibitors. 1.1% of 220,000 active; also: potency is read from the fitted curve at half-maximal effect; % is scaled to controls: 0 for no effect and ±100 for the full control effect; nearly all actives have a fitted effect of over 60% in size
#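 Inducible Q103 Huntingtin exon 1–GFP PC12 line, 1500 cells/well in phenol red free DMEM with 5% equine and 5% calf serum. Tebufenozide 100 nM induced expression; compounds titrated; aggregates quantified by cytometry.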
# LMNA splice mod = qHTS Assay for Modulators of Lamin A Splicing | HeLa LMNA splicing GFP/RFP minigene ratio, 48 h | Potency, µM (top dose mostly 46.1 µM), inactives show top-dose ratio change, negative = inhibition, most hits filed as inhibitors | 0.01% of 200,000 active | AID 1487, 2009; active = well fitted inhibition curve with a large enough effect in the signal ratio, with a control signal flat, not every such curve was filed as active; inconclusive = small, poorly fitted or top-dose-only effect, or effect the other way, or a change in a side signal; the % refers to the signal ratio; also: potency is read from the fitted curve at half-maximal effect; % is scaled to controls: 0 for no effect and ±100 for the full control effect
#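 Read-out is the ratio of GFP to DsRed2 object intensity, acquired by 488 nm laser-scanning cytometry on HeLa lamin A-EGFP minigene reporter cells. Compound incubation 48 hrs at 37 °C in Opti-MEM with 2% FBS; DMSO 0.5% final.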
# CBFb RUNX1 block = qHTS Assay for Compounds Blocking the Interaction Between CBF-beta and RUNX1 for the Treatment of Acute Myeloid Leukemia | Runt-related transcription factor 1 (Homo sapiens) + Core-binding factor subunit beta … | AlphaScreen CBFb-His/RUNX1-biotin binding, biochemical | Potency, µM (top dose mostly 59.8 µM), for inactives: at the top dose activity, negative = inhibition, hits mostly inhibitors | 230,000 tested, under 10 active | AID 1477, 2009; also: % of control where 0% means no effect
# Target sequence (Q01196 whole entry, looked up): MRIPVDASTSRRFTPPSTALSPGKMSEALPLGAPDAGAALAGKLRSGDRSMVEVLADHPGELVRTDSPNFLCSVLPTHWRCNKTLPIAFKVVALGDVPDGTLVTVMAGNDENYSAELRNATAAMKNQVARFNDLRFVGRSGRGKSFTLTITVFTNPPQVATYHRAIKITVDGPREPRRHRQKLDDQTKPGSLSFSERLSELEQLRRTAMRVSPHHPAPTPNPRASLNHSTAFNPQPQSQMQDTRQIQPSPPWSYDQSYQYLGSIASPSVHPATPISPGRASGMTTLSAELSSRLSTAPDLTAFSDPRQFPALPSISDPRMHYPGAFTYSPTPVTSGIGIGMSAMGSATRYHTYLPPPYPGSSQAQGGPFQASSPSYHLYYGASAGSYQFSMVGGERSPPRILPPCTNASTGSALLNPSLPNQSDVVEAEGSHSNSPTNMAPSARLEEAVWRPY
# Target sequence (Q13951 whole entry, looked up): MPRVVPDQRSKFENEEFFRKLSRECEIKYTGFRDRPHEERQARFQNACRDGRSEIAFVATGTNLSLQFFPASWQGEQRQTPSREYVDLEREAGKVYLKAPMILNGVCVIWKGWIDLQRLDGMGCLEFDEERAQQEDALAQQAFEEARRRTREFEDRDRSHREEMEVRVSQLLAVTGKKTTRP
#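 Interaction loss through any mechanism counts as activity. Pre-formed complex of His-CBF-beta and biotin-RUNX1 (30 nM apiece) is incubated with compound 15 min, then with 50 ng nickel and 50 ng streptavidin beads for 90 min before AlphaScreen detection.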
# * marks the source's active call; other numbers are inactive results; ? = inconclusive; . = not tested or not shown; & = joins results of further samples; [ ] = dose if it differs, or a comment. Unless noted, calls follow the shape of the dose curve; as a rule, active = well fitted curve in the direction sought with a large enough effect; inconclusive = small, poorly fitted or top-dose-only effect, or another doubt; inactive = no such curve, though single readings can be large; an effect the other way counts as inactive or inconclusive.
# The line under a structure holds: SMN2 splice up | IMPase Li inh | KinaseGlo FLuc | HTT cytoprotect | HttQ103 aggreg | LMNA splice mod | CBFb RUNX1 block
CS(=O)(=O)N1N=C(c2cccs2)CC1c1ccco1 (centres undefined)
  -6% | 3% | 0% | -1%[10 µM] | 0%[9.22 µM] | . | -11%
CCCCC1S/C(=N/N=C/c2cccs2)NC1=O (centres undefined)
  5% | -4% | 5% | . | 6% | 9% | -13%
Cc1ccc(C2NCCS2)cc1 (centres undefined)
  3% | 1% | -1% | . | -10% | . | 0%
CC(=O)NC(=S)Nc1cccc2c(C)cc(C)nc12
  ? | ? | -1% | 17%[10 µM] | 4% | . | 8%
CS(=O)(=O)N1CCCC(C(=O)NCCCN2CCc3ccccc3C2)C1 (centres undefined)
  -1% | 22%[38.3 µM] | -3% | -28%[1.9 µM] | ? | 18% | 0%
O=C(C1CC(=O)N(c2ccccc2)C1)N1CCN(C2=NS(=O)(=O)c3ccccc32)CC1 (centres undefined)
  -3% | 13%[38.3 µM] | -2% | 9% | 2% | -1% | -12%
Fc1ccc(-n2c(CN3CCCCC3)n[nH]c2=S)cc1
  5% | -2% | -4% | -30% | -5% | 4%[9.22 µM] | 11%
O=[N+]([O-])c1cc(/C=N/N2CCN(c3ccccc3)CC2)ccc1Cl
  -19% | 2% | -3% | 22%[10 µM] | 8% | 11% | -22%
CN1CCN(c2oc(-c3ccco3)nc2S(=O)(=O)c2ccccc2)CC1
  -2% | -13%[38.3 µM] | 0% | 10% | -1% | 3% | 11%
CCOCCCNC(=O)C1CCN(S(=O)(=O)CC)CC1
  -9% | 3%[38.3 µM] | -3% | -44%[inhibitor] | 16% | -2% | -4%
Cc1ccc(S(=O)(=O)N2CCOCC2)cc1C(=O)O
  . | . | . | 0% | 5% | 5% | -1%
O=C(C1CCCCC1)N1CCN(S(=O)(=O)c2ccc(Br)cc2)CC1
  -13% | -4%[38.3 µM] | -5% | -34% | -13% | 4% | -1%
Cc1ccc(C(=O)NCC(=O)OCC(=O)Nc2cc(C)c(C)cc2[N+](=O)[O-])cc1
  -15% | -4% | 1% | 2%[10 µM] | -3% | 9% | -1%
N#Cc1c(-c2ccccc2)nc2n1CCS2
  5% | 5% | 1% | -14% | 4% | 7%[46 µM] | 6%
COc1cc2[nH]c(=S)n(CCN3CCOCC3)c(=O)c2cc1OC
  -6% | 28%[38.3 µM] | 7% | -10% | -12% | -22% | 6%
CCOc1ccc(N(CC(=O)NCc2ccc(F)cc2)S(=O)(=O)c2c(C)noc2C)cc1
  6% | 9%[38.3 µM] | 1% | -35% | -9% | -3% | 3%
CC(C)C(OC(=O)c1cccs1)C(=O)NCc1cccs1 (centres undefined)
  27% | 25µM* | 0% | 20% | -7% | -1% | 2%
Cc1ccc(C(=O)C(OC(=O)CNS(=O)(=O)c2ccccc2)c2ccccc2)cc1 (centres undefined)
  2% | -7%[38.3 µM] | -2% | -3% | -7% | 3% | -8%
Cn1c(/C(C#N)=C/Nc2ccccn2)nc2ccccc21
  . | 20%[38.3 µM] | -6% | -21% | 3% | 2% | -4%
CC1=C(C(=O)OC2CCCCCCC2)C(c2cc3c(cc2Br)OCO3)CC(=O)N1 (centres undefined)
  -18% | 41%[activator][38.3 µM] | -2% | -63%[inhibitor] | -11% | -17% | 3%
CCOC(=O)C1C(=O)CC(C)(O)C(C(=O)OCC)C1c1ccc(SC)cc1 (centres undefined)
  4% | 10% | 3% | -36% | 24% | . | 2%
O=C(Cn1nnc2ccccc21)N/N=C\c1cccs1
  24% | 2% | 2% | 3%[10 µM] | 1% | -8% | 0%
NC(=S)c1ccc(C(N)=S)o1
  -9% | 2%[38.3 µM] | 12% | -8%[10 µM] | 1% | -6% | 7%
O=C1c2ccccc2C(Nc2cccnc2)N1Cc1ccccc1Cl (centres undefined)
  14% | 25%[38.3 µM] | 3% | 6% | -8% | -11% | 2%
CCOC(=O)Cc1csc(NC(=O)c2c(O)c3ccccc3n(CC(C)C)c2=O)n1
  -76%[inhibitor] | 27%[38.3 µM] | -4% | -11% | ? | -14% | 4%
CS(=O)(=O)Nc1ccccc1C(=O)N1CCCC1
  -2% | 15%[38.3 µM] | 3% | -11% | 17%[9.22 µM] | 15% | 1%
COCCn1c(SCC(=O)OC(C)C)nnc1-c1ccccc1
  4% | -13%[38.3 µM] | 0% | 7% | -10% | -1% | 4%
C[C@@H]1CN(Cc2nc(-c3ccc(Cl)cc3)no2)C[C@H](C)O1
  . | -1% | 0% | 2%[10 µM] | 1%[9.22 µM] | 6%[46 µM] | -3%
CCOC(=O)C1=C(C)C2C3C(=O)N(c4cc(C)ccc4C)C(=O)C3C1(C)C1C(=O)N(c3cc(C)ccc3C)C(=O)C21 (centres undefined)
  -12% | -8% | 0% | 21%[10 µM] | -29% | ? | 14%
CC1CN(C(c2cccs2)c2sc3ncnn3c2O)CC(C)O1 (centres undefined)
  11% | 19% | 3% | -2%[10 µM] | -18% | 1% | -1%
CCCCn1c(O)c(N=Nc2ccccn2)c2ccccc21
  -11% | 6% | -1% | -4%[10 µM] | -15% | ? | -16%
Cc1cc(C)nc(NS(=O)(=O)c2ccc(NC(=O)CCN3C(=O)c4ccccc4C3=O)cc2)n1
  -4% | -16%[38.3 µM] | 14% | 17% | 1% | -2% | -2%
COc1ccc(NC(=O)c2c(F)cccc2F)cc1S(=O)(=O)Nc1ccc(Br)cc1
  ? | 13% | -5% | 0%[10 µM] | 12%[9.22 µM] | ? | -1%
CCOC(=O)Cn1nc(C)c2ccccc2c1=O
  . | -15%[38.3 µM] | 0% | 0% | 2% | -6% | 5%
COc1ccc(OCCSc2nnc(-c3ccc(OC)cc3)n2N)cc1
  -25% | -14%[38.3 µM] | -4% | 9%[10 µM] | -6% | 3% | 4%
Cn1c(SCC#N)nnc1-c1cccnc1
  3% | 3% | -4% | . | -21% | -3% | 11%
CCOc1nc(C)ccc1-c1noc(CC)n1
  -14% | 9% | -6% | -10%[1.9 µM] | -12% | -2% | 7%
O=C(COC(=O)Cn1cnc2ccccc21)Nc1ccc2c(c1)OCCO2
  -4% | -10%[38.3 µM] | -3% | 2% | 5% | 3% | 5%
O=C1CCC(/C=C/c2ccccc2)=NN1Cc1ccc(Cl)c(Cl)c1
  -7% | 17%[38.3 µM] | -1% | -4% | -17% | ? | 8%
CC(C)C(=O)NC(Nc1ccc(S(N)(=O)=O)cc1)C(Cl)(Cl)Cl (centres undefined)
  13% | -9% | 5% | -23%[10 µM] | 19% | -16% | -5%
COc1ccc(OCC(=O)Nc2ccc(N3CCOCC3)cc2)cc1
  14% | 7%[38.3 µM] | -5% | -6% | 8% | -2% | -17%
Cc1nn(C)cc1/C=N/n1nnnc1N
  -13% | -28%[38.3 µM] | 2% | 0% | 4% | 6% | 6%
Cc1ccc(C)c(CSc2nnc(-c3cccnc3)o2)c1
  -3% | -4%[38.3 µM] | -3% | -16%[10 µM] | -4% | 18% | 11%
CCOC(=O)c1[nH]c(C)c(C(=O)Nc2ccc3c(c2)CCC3)c1C
  5% | 0%[38.3 µM] | -2% | -6% | 23% | 7% | 7%
O=S(=O)(Nc1cccc2cccnc12)c1ccc(S(=O)(=O)N2CCCC2)cc1
  . | 9%[38.3 µM] | 2% | 0%[10 µM] | 0.79µM* | -24% | -16%
Cc1ccc(S(=O)(=O)Nc2cccc(CP(=O)(c3ccccc3)c3ccccc3)c2)cc1
  . | . | . | -17%[10 µM] | -23%[9.22 µM] | . | -2%
COc1ccc(C2Nc3ccc4ccccc4c3-c3c2c(=O)oc2ccccc32)cc1 (centres undefined)
  -34% | -29%[38.3 µM] | -1% | -63%[inhibitor] | 28% | 2% | -11%
Cc1cccc(Nc2ncccc2C(=O)O)c1C
  . | . | . | -7%&-8% | 5%&-15% | -1% | 3%
CCc1c(C)sc(NC(=O)c2ccc(Br)o2)c1C(=O)OC
  24% | 34%[38.3 µM] | 2% | 10% | -26% | 4% | 19%
Cc1ccc(NC(=O)CCN2C(=O)CSC2=O)cc1
  -6% | 3% | -5% | 4%[1.9 µM] | -14% | -6% | 12%
COc1ccc(CCNC(=O)CCS(=O)(=O)c2ccc(Br)cc2)cc1OC
  -7% | -3% | 0% | 2% | 7% | . | -20%
CC1(C2(O)CC(c3ccccc3)ON2)CCCCC1 (centres undefined)
  4% | -4%[38.3 µM] | 0% | 9% | 7% | 5% | 8%
FC(F)(F)c1cnc2c(c1)Nc1ccccc1S2
  -9% | -9%[38.3 µM] | -1% | -9%[10 µM] | 7% | 22% | 9%
Cn1c(SCc2cccc(F)c2)nnc1-c1cnccn1
  . | . | . | -12%[10 µM] | -2%[9.22 µM] | . | 3%
CCOc1ccccc1Nc1nnc(SCc2ccc(C(=O)OC)o2)s1
  -7% | 8%[38.3 µM] | -2% | -1% | -20% | ? | -7%
Cc1ccsc1C(=O)C1CCCN(Cc2cn(C)nc2-c2ccccc2)C1 (centres undefined)
  -9% | 16% | 3% | -5%[10 µM] | 9%[9.22 µM] | . | 5%

# Reformatted: results already given
molecule: CC(C)C(=O)NC(Nc1ccc(S(N)(=O)=O)cc1)C(Cl)(Cl)Cl (centres undefined)
  SMN2 splice up = 13%
  IMPase Li inh = -9%
  KinaseGlo FLuc = 5%
  HTT cytoprotect = -23%[10 µM]
  HttQ103 aggreg = 19%
  LMNA splice mod = -16%
  CBFb RUNX1 block = -5%
molecule: COc1ccc(OCC(=O)Nc2ccc(N3CCOCC3)cc2)cc1
  SMN2 splice up = 14%
  IMPase Li inh = 7%[38.3 µM]
  KinaseGlo FLuc = -5%
  HTT cytoprotect = -6%
  HttQ103 aggreg = 8%
  LMNA splice mod = -2%
  CBFb RUNX1 block = -17%
molecule: Cc1nn(C)cc1/C=N/n1nnnc1N
  SMN2 splice up = -13%
  IMPase Li inh = -28%[38.3 µM]
  KinaseGlo FLuc = 2%
  HTT cytoprotect = 0%
  HttQ103 aggreg = 4%
  LMNA splice mod = 6%
  CBFb RUNX1 block = 6%
